# HCV NS3 hel inh: inhibitors of Hepatitis C virus NS3 helicase; AID 1800; NS3 helicase DNA unwinding, Cy5 molecular beacon fluorescence; 290,000 compounds, 0.56% hits; inhibition, % at 10.9 µM;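 active means inhibition above the mean of all tested compounds plus 3 SD, set per campaign, cut at about 35% in these data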;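 further: 0% = DMSO wells and 100% = thioflavine S control wells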
#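 assay system = NS3 helicase fragment of HCV | buffer or medium = MOPS pH 6.5, MgCl2, DTT, Tween20, BSA | timing = 60 min unwinding reaction at 25 °C after ATP addition | signal = Cy5 beacon fluorescence read at start and 1 h | read-out basis = % inhibition of unwinding | control set = low DMSO, high thioflavine S at 110 µM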
# p-CIP stab down: lowers stability of the mouse p/CIP coactivator protein | Q05BA5 | F442A p/CIP-EGFP cells, EGFP fluorescence, 16 h | decrease of EGFP signal, % at 10 µM | 290,000 compounds, 0.01% hits | AID 1984;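 active means EGFP signal decrease of at least 30% at 10 µM or well 3 SD below plate mean, unless failing retest; inactive means the rest, including hits failing retest or dose response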; further: some compounds called inactive have numbers as strong as hits; many of its hits are not listed in these tables
# IMP-1 inh: inhibitors of Pseudomonas aeruginosa IMP-1 metallo-beta-lactamase | AID 1556 | inhibition, % at 5.6 µM | 290,000 compounds, 0.45% hits | purified IMP-1, nitrocefin hydrolysis, epi-absorbance fluorescence;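 active means inhibition above the mean plus 3 SD of all compounds in the same screening run, cut at about 4.5% in these data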;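 further: 0% = IMP-1 with DMSO and 100% = DMSO wells lacking enzyme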
#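 Assay system: purified IMP-1; Quantity: IMP-1 0.2 nM before substrate addition; Medium: HEPES buffer pH 7.1 with ZnSO4 and Brij 35; Incubation: 15 min enzyme–compound preincubation, then 25 min nitrocefin reaction, 25 °C; Signal: fluorescence quenching readout, ex 480/em 530 nm; Controls: DMSO with and without IMP-1; Repeats: singlicate testing.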
# IDE inh: cellular human IDE inhibition; AID 434962; P14735; inhibition, % at 5.59 µM; 320,000 compounds, 0.41% hits; HEK cells, FAbetaB cleavage, fluorescence polarization;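 active means percent inhibition above the average of all tested compounds plus 3 SD, set per screening campaign, cut at about 16% in these data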;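 further: IDE supplied by intact live HEK cells; FP after avidin binding of uncleaved biotin substrate so inhibition keeps polarization high; 0% = DMSO wells and 100% = 60 µM reference IDE inhibitor Ii1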
# Target sequence (P14735 whole entry, looked up): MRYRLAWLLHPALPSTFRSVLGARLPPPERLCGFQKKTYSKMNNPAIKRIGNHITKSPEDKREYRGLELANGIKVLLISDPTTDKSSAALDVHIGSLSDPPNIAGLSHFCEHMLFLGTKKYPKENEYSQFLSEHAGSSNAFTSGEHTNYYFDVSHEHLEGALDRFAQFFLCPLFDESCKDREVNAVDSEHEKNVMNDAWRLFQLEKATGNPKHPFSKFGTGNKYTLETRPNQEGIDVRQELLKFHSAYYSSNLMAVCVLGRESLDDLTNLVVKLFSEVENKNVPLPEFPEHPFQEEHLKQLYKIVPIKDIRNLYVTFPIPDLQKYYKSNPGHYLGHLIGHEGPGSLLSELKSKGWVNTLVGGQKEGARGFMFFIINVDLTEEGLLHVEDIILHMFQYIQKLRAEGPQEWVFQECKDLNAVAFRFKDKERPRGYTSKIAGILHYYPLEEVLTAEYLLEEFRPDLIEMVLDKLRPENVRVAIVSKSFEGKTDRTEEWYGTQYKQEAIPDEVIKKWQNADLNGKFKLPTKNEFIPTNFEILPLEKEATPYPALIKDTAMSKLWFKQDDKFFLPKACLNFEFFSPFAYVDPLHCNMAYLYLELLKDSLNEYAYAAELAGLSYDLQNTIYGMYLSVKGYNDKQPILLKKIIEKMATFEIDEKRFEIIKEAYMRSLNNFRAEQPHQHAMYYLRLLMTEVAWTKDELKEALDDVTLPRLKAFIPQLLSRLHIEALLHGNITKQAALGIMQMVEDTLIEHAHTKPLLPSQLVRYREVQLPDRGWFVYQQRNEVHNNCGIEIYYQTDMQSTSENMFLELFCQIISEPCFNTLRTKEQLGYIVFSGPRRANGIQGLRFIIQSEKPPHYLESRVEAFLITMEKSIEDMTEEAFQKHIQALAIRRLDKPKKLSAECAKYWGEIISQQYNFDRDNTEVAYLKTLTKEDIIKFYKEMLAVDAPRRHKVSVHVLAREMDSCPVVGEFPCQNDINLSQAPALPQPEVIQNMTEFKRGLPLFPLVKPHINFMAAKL
# SUMO HTRF inh: SUMOylation inhibition | HTRF SUMOylation assay, SAE1/SAE2 + UBC9, in vitro | inhibition, % at 35 µM | AID 2006 | 290,000 compounds, 0.36% hits; in the data active means inhibition above about 50%, passing the limit was not always enough; further: strong numbers were not always called active
# CRFBP-R2 block: CRF-BP/CRF-R2 complex antagonism; HEK293 CRF-R2/CRF-BP, CRF-induced calcium fluorescence; inhibition, % at 11.8 µM; 350,000 compounds, 0.59% hits;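 active means inhibition of the ligand-induced calcium signal above about 50% at the single tested concentration, limit read from the data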
# VIM-2 inhibitor: inhibitors of Pseudomonas aeruginosa VIM-2 metallo-beta-lactamase; purified VIM-2, nitrocefin hydrolysis, epi-absorbance fluorescence; 290,000 compounds, 0.89% hits; inhibition, % at 5.6 µM;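 active means inhibition above the mean of all tested compounds plus 3 SD, cutoff set per screening run, cut at about 7.5% in these data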;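 further: red hydrolysis product quenches plate fluorescence so inhibitors raise well fluorescence; 0% = enzyme with DMSO and 100% = DMSO without enzyme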
# GalR3 antag: human GalR3 antagonism; O60755; HEK293 GalR3-CNG cAMP membrane potential fluorescence; galR3 body fused to GalR1 C-terminus; inhibition, % at 3 µM; 360,000 compounds, 0.44% hits;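 active means inhibition above the screen-wide average plus 3 SD, cut at about 13% in these data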;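 further: forskolin and galanin both at EC90 stimulate the cells; cAMP rise reported by CNG channel membrane potential dye signal; 0% = forskolin plus galanin with DMSO and 100% = forskolin alone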
# IDE cell activ: activators of human insulin-degrading enzyme in cells; HEK cells, FAbeta-B cleavage, fluorescence polarization; 0% vehicle, 100% cell-free pure enzyme wells; activation, % at 5.96 µM; P14735; 340,000 compounds, 0.073% hits;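 active means activation above the mean of all tested compounds plus 3 SD, set per screening campaign, cut at about 17% in these data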
# * marks the source's active call; other numbers are inactive results; . = not tested or not shown.
1) O=C(Oc1ccc(=O)n(-c2ccccc2)n1)c1ccc(F)cc1
2) COc1ccc(NC(=O)CSc2nc3sc4c(c3c(=O)n2-c2ccc(OC)cc2)CCN(C)C4)cc1
3) COc1cc(S(=O)(=O)n2ccnc2)ccc1Br
4) CCN(C(=O)C1CC1)C1CCS(=O)(=O)C1 (stereo not drawn)
5) COc1ccc(-n2[nH]c(C)cc2=O)cc1
6) Cc1cnc(NC(=O)C2CC=CCC2)s1 (stereo not drawn)
7) Cc1ccccc1NC(=O)C1CCN(S(=O)(=O)c2cccs2)CC1
8) N#CCC(=O)NC1CCC(CC2CCC(NC(=O)CC#N)CC2)CC1 (stereo not drawn)

Compound	1	2	3	4	5	6	7	8
HCV NS3 hel inh	5	-60	-7	.	-4	-11	1	-10
p-CIP stab down	-2	-8	5	.	-2	-10	-2	12
IMP-1 inh	-4.1	-1.1	-1.7	.	-3.8	2.3	-3.0	0.2
IDE inh	7	-1	1	-1	1	-1	6	2
SUMO HTRF inh	7	4	14	.	13	10	8	-2
CRFBP-R2 block	29	10	0	5	10	-24	-7	12
VIM-2 inhibitor	-1.7	-3.4	-1.0	.	-3.2	-0.2	-4.3	0.5
GalR3 antag	-8	-5	0	-1	-4	-9	-2	-1
IDE cell activ	-3	-3	1	6	-5	0	1	5

9) CC1Cc2ccccc2N1C(=O)COC(=O)Cn1nnc(-c2ccccc2)n1 (stereo not drawn)
10) C=CCOc1c2ccc(C(=O)NC3CCCc4ccccc43)cc2nn1C (stereo not drawn)
11) CN1CCc2c(sc3c2c(=O)n(-c2cccc(Cl)c2)c2nncn32)C1
12) O=C(COc1ccccc1Br)NCc1ccccn1
13) O=Cc1ccc(OC(=O)c2cccnc2)cc1
14) CCN(c1ccc(NC(=O)c2ccc(N3CCCC3=O)cc2)cc1)C(C)C
15) Cc1ccc2c(NC(=S)NC(=O)c3ccccc3)cccc2n1
16) COCCn1c(SCC(=O)Nc2nnc(C)s2)nnc1-c1ccncc1

Compound	9	10	11	12	13	14	15	16
HCV NS3 hel inh	-10	-4	-5	-3	7	.	4	0
p-CIP stab down	9	-6	.	3	-12	.	3	-2
IMP-1 inh	-2.0	-1.9	-4.1	-2.7	-3.1	.	-2.1	-2.5
IDE inh	5	-5	8	6	3	-1	6	2
SUMO HTRF inh	8	21	.	2	5	.	3	-19
CRFBP-R2 block	-4	6	-4	-8	-2	-10	-15	-13
VIM-2 inhibitor	-1.6	-2.4	-3.8	0.5	-2.8	.	0.1	-0.8
GalR3 antag	-4	-2	1	-6	-6	-3	-2	-7
IDE cell activ	0	-2	2	-7	-2	-4	1	-1

17) CCOC(=O)[C@H]1[C@H]2COc3ccc(Cl)cc3[C@@H]2N2C(=O)c3ccccc3NC(=O)[C@@]12C
18) CC(/C=N/NC(=O)c1nnn(-c2nonc2N)c1CN1CCCCC1)c1ccccc1 (stereo not drawn)
19) CCCc1nc2oc3c(OCC)ncnc3c2c2c1COC(C)(C)C2
20) CCOC(=O)N1CCN(C(c2cccnc2)c2ccc3cccnc3c2O)CC1 (stereo not drawn)
21) NC(=O)CSc1ncnc2c1nnn2Cc1ccc(F)cc1
22) O=C1CCCCC/C1=N/Nc1ccc(OCc2ccccc2)cc1
23) COc1ccc(CN(CCC(c2ccco2)C(C)C)C(C)=O)cc1OC (stereo not drawn)
24) O=C(CSc1nnnn1-c1ccc2c(c1)CCC2)NCc1cccs1

Compound	17	18	19	20	21	22	23	24
HCV NS3 hel inh	.	.	-4	-1	23	7	-4	0
p-CIP stab down	.	.	5	-16	1	8	-19	-3
IMP-1 inh	.	.	-2.8	-2.5	-4.1	-3.0	-0.4	0.1
IDE inh	2	4	-2	3	1	-1	4	5
SUMO HTRF inh	.	.	-12	-26	-3	0	-1	-12
CRFBP-R2 block	5	4	-40	15	4	5	8	14
VIM-2 inhibitor	.	.	-4.7	-3.0	-3.0	-1.9	1.8	1.1
GalR3 antag	1	-2	-6	-2	10	-5	-3	-4
IDE cell activ	0	2	1	2	4	3	11	1

25) O=C(CSc1nc(-c2ccco2)cc(C(F)(F)F)n1)NCC1CCCO1 (stereo not drawn)
26) N#C/C(=C(/O)c1ccc(Cl)cc1)c1nc2ccccc2[nH]1
27) Cc1ccc(CN2CCN(Cc3cn(C)nc3C)CC2CCO)o1 (stereo not drawn)
28) O=C(CSc1nc(C2CC2)n(-c2ccccc2)n1)NCc1ccco1
29) CC(/C=C\C=C\c1ccccc1)=N\NC(=O)c1cncc(Br)c1
30) COc1ccccc1-n1cc(CN2CCN(CC(C)C)C(CCO)C2)cn1 (stereo not drawn)
31) CCOc1ccc(NCCC(O)c2ccc(F)cc2)cc1 (stereo not drawn)
32) Nc1ncnc2c1ncn2CCOc1ccccc1

Compound	25	26	27	28	29	30	31	32
HCV NS3 hel inh	2	10	-2	.	19	-4	2	0
p-CIP stab down	2	-11	-13	.	3	2	-2	-20
IMP-1 inh	-5.5	-1.6	-2.6	.	-1.2	-2.2	-1.7	0.1
IDE inh	0	3	0	-2	-2	1	-1	0
SUMO HTRF inh	-8	24	-2	.	-11	4	14	16
CRFBP-R2 block	11	4	-2	-6	-31	-2	-1	15
VIM-2 inhibitor	-3.6	-5.6	-1.4	.	-2.7	-0.6	0.7	-3.1
GalR3 antag	-2	-10	4	-5	-3	-5	-10	0
IDE cell activ	2	4	0	3	2	0	-1	1

33) COc1ccc(NC(=O)C2CCCN(c3nccc(C)n3)C2)cc1 (stereo not drawn)
34) Cc1ccc(-c2onc3ccc(C=O)cc23)cc1
35) O=C(CNC(=O)c1ccccc1Br)N/N=C/c1cc(Br)ccc1O
36) Cc1ccc(C(=O)CN2CCC(NC(=O)C3CCCCC3)CC2)cc1
37) C[C@H]1CN([C@@H](C)CO)C(=O)Cc2cc(NC(=O)CCN3CCOCC3)ccc2O[C@@H]1CN(C)Cc1ccc(Oc2ccccc2)cc1
38) CCN(C(=O)CCC(=O)N(CC)c1ccccc1)c1ccccc1
39) COc1ccc(C2CC(C(F)(F)F)n3nc(CO)c(Cl)c3N2)cc1OC (stereo not drawn)
40) CC(C)(C)OC(=O)NCCC(=O)N/N=C/c1ccc2ncccc2c1

Compound	33	34	35	36	37	38	39	40
HCV NS3 hel inh	-2	14	-2	6	.	-1	5	2
p-CIP stab down	-2	-4	10	-3	.	-4	-4	2
IMP-1 inh	-1.5	-3.3	-3.4	-2.1	.	-1.0	-2.4	-3.7
IDE inh	9	7	3	-3	8	-4	2	1
SUMO HTRF inh	9	25	1	2	.	-18	6	18
CRFBP-R2 block	10	8	-40	1	5	0	7	16
VIM-2 inhibitor	-2.7	-5.0	-0.2	0.3	.	-1.5	-2.2	-3.1
GalR3 antag	5	-6	-5	-4	-6	1	-4	0
IDE cell activ	4	-4	5	4	0	-2	5	2

41) O=C(Cc1ccc(Cl)cc1)Nc1cc(S(=O)(=O)N2CCOCC2)ccc1N1CCCC1
42) COCCNc1oc(/C=C/c2ccccc2)nc1C#N
43) COCCNC(=O)C(c1cccs1)N(Cc1ccccc1)C(=O)Cn1nnc2ccccc21 (stereo not drawn)
44) N#CC1=C(N)Oc2nc(-c3ccccc3)[nH]c2C1c1cccnc1 (stereo not drawn)
45) CCN1CCN(CC(=O)Nc2c(C(=O)OC)[nH]c3cccc(Cl)c23)CC1
46) COc1cc(C(=O)NCc2nnc(SCC(=O)N3CCCc4ccccc43)o2)cc(OC)c1OC
47) CCCOc1ccc(C(=O)NC(=S)Nc2nc3ccc(C)cc3s2)cc1
48) Nc1ccc(C(=O)N2CCCC2)cc1CS(=O)(=O)c1ccc(Cl)cc1

Compound	41	42	43	44	45	46	47	48
HCV NS3 hel inh	-7	-7	-4	15	3	6	7	1
p-CIP stab down	12	4	-5	-8	11	10	-7	-15
IMP-1 inh	-4.0	-1.9	-1.3	0.1	-3.5	-3.3	-3.0	-1.4
IDE inh	2	0	3	7	.	5	.	-2
SUMO HTRF inh	11	36	10	-22	28	-6	-5	6
CRFBP-R2 block	-8	8	4	-1	.	6	.	10
VIM-2 inhibitor	-0.8	-2.0	-4.0	1.1	-3.6	-2.0	-4.2	-1.3
GalR3 antag	0	-3	-5	2	.	-4	.	-7
IDE cell activ	-2	2	4	5	.	-1	.	-1

49) C/C(=N\NC(N)=O)C1CC(Cc2ccccc2)C(=O)O1 (stereo not drawn)
50) Nc1ncnc(Nc2cccc(C(F)(F)F)c2)n1
51) O=C(NC1CC1)c1ccc(COc2ccc(F)cc2)o1
52) CC(C)Sc1nnc(Cn2c(=O)sc3ccccc32)n1-c1ccccc1
53) OCCCN=C1CCCc2c1[nH]c1ccc(Cl)cc21
54) Cc1nn(Cc2c(F)c(F)c(F)c(F)c2F)c(C)c1NC(=O)c1ccc(COc2ccc(Cl)cc2Cl)o1
55) COc1ccccc1NC(=O)Cc1noc(CSc2nnc(C)s2)n1
56) CC(=O)Nc1ccc(S(=O)(=O)NC2=NCN(CCOC(=O)c3ccccc3)CN2)cc1
57) Cn1c(N)c(C(=O)COC(=O)c2ccccc2C(=O)c2ccc(Cl)cc2)c(=O)n(C)c1=O
58) COc1cc2nc(CN3CCN(S(=O)(=O)c4ccc(Br)cc4)CC3)[nH]c(=O)c2cc1OC
59) O=C(CN(C(=O)CCC(=O)Nc1nccs1)c1ccc(F)c(Cl)c1)NCc1ccco1

Compound	49	50	51	52	53	54	55	56	57	58	59
HCV NS3 hel inh	-5	-2	-2	-2	-1	-40	-2	-5	.	.	13
p-CIP stab down	-17	2	-3	-3	2	2	5	8	.	.	-9
IMP-1 inh	-4.0	-1.4	-3.1	-1.3	-2.2	-0.8	-4.0	-0.8	.	.	-1.6
IDE inh	.	1	-7	6	9	19*	-2	-2	-4	-1	0
SUMO HTRF inh	16	-2	27	1	13	-18	22	-6	.	.	16
CRFBP-R2 block	2	8	5	-23	-18	17	-2	0	-16	-8	-16
VIM-2 inhibitor	-1.8	0.0	-1.1	0.0	-0.4	-1.3	-0.8	-3.0	.	.	0.7
GalR3 antag	-2	-5	0	-2	-2	-4	-7	-3	-3	-6	-2
IDE cell activ	2	9	4	-1	-1	-10	2	0	0	-2	-1

# Gathered by group: the compounds so far containing a cyano group (four)
8) N#CCC(=O)NC1CCC(CC2CCC(NC(=O)CC#N)CC2)CC1 (stereo not drawn)
26) N#C/C(=C(/O)c1ccc(Cl)cc1)c1nc2ccccc2[nH]1
42) COCCNc1oc(/C=C/c2ccccc2)nc1C#N
44) N#CC1=C(N)Oc2nc(-c3ccccc3)[nH]c2C1c1cccnc1 (stereo not drawn)

Compound	8	26	42	44
HCV NS3 hel inh	-10	10	-7	15
p-CIP stab down	12	-11	4	-8
IMP-1 inh	0.2	-1.6	-1.9	0.1
IDE inh	2	3	0	7
SUMO HTRF inh	-2	24	36	-22
CRFBP-R2 block	12	4	8	-1
VIM-2 inhibitor	0.5	-5.6	-2.0	1.1
GalR3 antag	-1	-10	-3	2
IDE cell activ	5	4	2	5

# Assay outcomes as filed in PubChem.
